# Mtb BioA inh – M. tuberculosis BioA enzyme inhibitors, primary screen, biochemical, plate reader, single point, HTS; 7,8-diaminopelargonic acid synthase BioA (Mycobacterium tuberculosis); purified M. tuberculosis BioA enzyme; inhibition, % at 9.99 µM; 360,000 compounds, 0.096% hits; AID 602481, 2012; in the data active = inhibition above about 40%
# An asterisk follows results filed as active.
structure	Mtb BioA inh
Cc1noc(C)c1NC(=O)Nc1ccc2c(c1)C(=O)N([C@H](C)CO)C[C@H](C)[C@H](CN(C)C(=O)Nc1ccc(F)cc1)OCCCC[C@@H](C)O2	-0.5
COc1ccc(NC(=O)Nc2ccc3c(c2)C(=O)N([C@H](C)CO)C[C@@H](C)[C@H](CN(C)S(C)(=O)=O)O3)cc1	5.2
O=C(C[C@@H]1CC[C@H]2[C@@H](COC[C@H](O)CN2S(=O)(=O)c2ccc(Cl)cc2)O1)N[C@H]1CCN(Cc2ccccc2)C1	-1.5
C[C@H]1CN([C@@H](C)CO)C(=O)c2cccc(NC(=O)c3ccncc3)c2O[C@@H]1CN(C)Cc1ccc(Cl)c(Cl)c1	17
COc1ccc(S(=O)(=O)N(C)C[C@@H]2Oc3ccc(NC(=O)Nc4ccc(F)cc4)cc3C(=O)N([C@H](C)CO)C[C@@H]2C)cc1	2.9
COc1cccc(S(=O)(=O)N2CCCCN3[C@@H](CO)[C@H](c4ccc(C#CCC(C)C)cc4)[C@@H]3C2)c1	-1.6
C[C@@H]1CN([C@@H](C)CO)S(=O)(=O)c2ccc(C#Cc3ccncc3)cc2O[C@H]1CN(C)C(=O)C1CCC1	-1.3
C[C@H](CO)N1C[C@H](C)[C@@H](CN(C)S(=O)(=O)c2cccc(F)c2)OCc2ccccc2-c2ccccc2C1=O	-0.7

# The last 2 compounds of the section before lead into the next.
structure	Mtb BioA inh
C[C@@H]1CN([C@@H](C)CO)S(=O)(=O)c2ccc(C#Cc3ccncc3)cc2O[C@H]1CN(C)C(=O)C1CCC1	-1.3
C[C@H](CO)N1C[C@H](C)[C@@H](CN(C)S(=O)(=O)c2cccc(F)c2)OCc2ccccc2-c2ccccc2C1=O	-0.7
CCCC(=O)N1C[C@H]2[C@@H](c3ccccc31)[C@@H](CO)N2Cc1cocn1	-8.5
C[C@@H]1CN([C@@H](C)CO)C(=O)c2cc(NC(=O)CCCCCC(=O)Nc3ccccc3N)ccc2O[C@@H](C)CCCCO[C@@H]1CN(C)CC1CCCCC1	-0.8
C[C@H](CO)N1C[C@H](C)[C@@H](CN(C)CC2CC2)Oc2ccc(NS(=O)(=O)c3ccc(Cl)cc3)cc2C1=O	-0.6
O=C(C[C@H]1C[C@H]2c3cc(NC(=O)c4cccnc4)ccc3O[C@H]2[C@H](CO)O1)NCCN1CCCCC1	22
C[C@@H]1CN([C@H](C)CO)C(=O)c2cc(/C=C/c3ccccc3)cnc2O[C@H]1CN(C)Cc1cccnc1	9.8
O=S(=O)(c1cccs1)N1CCCCN2[C@@H](CO)[C@@H](c3ccc(C4=CCCC4)cc3)[C@@H]2C1	2.4
CCCC#Cc1cnc2c(c1)C(=O)N([C@H](C)CO)C[C@H](C)[C@H](CN(C)C(=O)C1CCOCC1)O2	4.4
CC(=O)NC[C@H]1[C@@H](c2ccc(-c3cccnc3)cc2)[C@@H](CO)N1C(=O)C1CCC1	14
CN(C)CC(=O)N[C@@H]1CC[C@@H](CCNC(=O)C2CCC2)O[C@H]1CO	4.7
CNC[C@H]1Oc2c(NC(=O)C3CCCCC3)cccc2C(=O)N([C@H](C)CO)C[C@H]1C	-0.5
O=C(C[C@H]1C[C@H]2c3cc(NC(=O)c4cccnc4)ccc3O[C@H]2[C@H](CO)O1)NCc1ccccc1F	17
COc1ccc(S(=O)(=O)Nc2ccc3c(c2)C(=O)N([C@@H](C)CO)C[C@@H](C)[C@H](CN(C)C(=O)Cc2ccccc2)OCCCC[C@@H](C)O3)cc1	0.1
COc1cccc(NC(=O)N2C[C@@H](O)COC[C@@H]3O[C@@H](CC(=O)NCCCN4CCOCC4)CC[C@H]32)c1	-1.4
CC(C)NC(=O)Nc1ccc2c(c1)C(=O)N([C@@H](C)CO)C[C@@H](C)[C@@H](CN(C)Cc1ccc(C(=O)O)cc1)OCCCC[C@H](C)O2	3.0
C[C@@H]1CN([C@@H](C)CO)S(=O)(=O)c2ccc(-c3cccc(F)c3)cc2O[C@@H]1CN(C)C(=O)C1CC1	-1.9
CC(=O)N(C)C[C@H]1Oc2cc(C#Cc3ccccc3)ccc2S(=O)(=O)N([C@H](C)CO)C[C@H]1C	10

# Brought forward from above: five compounds; new compounds follow.
structure	Mtb BioA inh
COc1ccc(S(=O)(=O)Nc2ccc3c(c2)C(=O)N([C@@H](C)CO)C[C@@H](C)[C@H](CN(C)C(=O)Cc2ccccc2)OCCCC[C@@H](C)O3)cc1	0.1
COc1cccc(NC(=O)N2C[C@@H](O)COC[C@@H]3O[C@@H](CC(=O)NCCCN4CCOCC4)CC[C@H]32)c1	-1.4
CC(C)NC(=O)Nc1ccc2c(c1)C(=O)N([C@@H](C)CO)C[C@@H](C)[C@@H](CN(C)Cc1ccc(C(=O)O)cc1)OCCCC[C@H](C)O2	3.0
C[C@@H]1CN([C@@H](C)CO)S(=O)(=O)c2ccc(-c3cccc(F)c3)cc2O[C@@H]1CN(C)C(=O)C1CC1	-1.9
CC(=O)N(C)C[C@H]1Oc2cc(C#Cc3ccccc3)ccc2S(=O)(=O)N([C@H](C)CO)C[C@H]1C	10
C[C@H](CO)N1C[C@H](C)[C@H](CN(C)C(=O)Nc2ccccc2)Oc2ccc(NS(=O)(=O)c3cccs3)cc2CC1=O	4.4
C[C@H](CO)N1C[C@H](C)[C@H](CN(C)Cc2ccncc2)Oc2ccc(NS(=O)(=O)c3ccc(Cl)cc3)cc2CC1=O	-3.7
CCNC(=O)Nc1ccc2c(c1)C(=O)N(C)[C@H]1CC[C@H](CC(=O)NC3CCCCC3)O[C@H]1CO2	13
C[C@@H]1CN([C@H](C)CO)C(=O)c2cccc(NC(=O)Nc3ccc4c(c3)OCO4)c2O[C@H]1CN(C)C(=O)Nc1cccc2ccccc12	-0.8
COCc1cn(CC[C@H]2CC[C@H](NC(=O)c3ccccc3)[C@@H](CO)O2)nn1	-1.1
CCc1csc(N2[C@H](C#N)[C@H](c3ccc(C4=CCCC4)cc3)[C@H]2CO)n1	0.3
C[C@H]1CN([C@@H](C)CO)C(=O)Cc2cc(NC(=O)Nc3ccc(F)cc3)ccc2O[C@H]1CN(C)S(=O)(=O)c1ccccc1	-1.4
C[C@H](CO)N1C[C@H](C)[C@@H](CN(C)Cc2ccc(C(=O)O)cc2)Oc2ccc(NC(=O)NC3CCCCC3)cc2CC1=O	1.4

# Single entries from the list.
# Mtb BioA inh, C[C@H](CO)N1C[C@H](C)[C@@H](CN(C)Cc2ccc(C(=O)O)cc2)Oc2ccc(NC(=O)NC3CCCCC3)cc2CC1=O reads 1.4
# Mtb BioA inh, C[C@@H]1CN([C@H](C)CO)C(=O)c2cccc(NC(=O)Nc3ccc4c(c3)OCO4)c2O[C@H]1CN(C)C(=O)Nc1cccc2ccccc12 reads -0.8

# Next part:
structure	Mtb BioA inh
C[C@H](CO)N1C[C@H](C)[C@@H](CN(C)S(C)(=O)=O)Oc2cc(-c3ccccc3F)ccc2S1(=O)=O	2.3
Cc1ccc(S(=O)(=O)N[C@H]2CC[C@@H](CC(=O)N3CCN(c4ccccc4)CC3)O[C@@H]2CO)cc1	6.6
O=C(C[C@@H]1C=C[C@H](NC(=O)c2ccccn2)[C@@H](CO)O1)NCc1cc(F)cc(F)c1	0.2
CCC(=O)N[C@@H]1C=C[C@@H](CC(=O)NCc2cc(F)cc(F)c2)O[C@H]1CO	-2.1
CCCC#Cc1cnc2c(c1)C(=O)N([C@H](C)CO)C[C@@H](C)[C@H](CN(C)C(=O)Nc1ccccc1OC)O2	-0.1
COc1ccc(NC(=O)N[C@H]2CC[C@H](CCNC(=O)CCN3CCCCC3)O[C@@H]2CO)cc1	-0.1
CN1C(=O)c2cc(NC(=O)c3ccc(F)c(F)c3)ccc2OC[C@H]2O[C@H](CC(=O)N[C@H]3CCN(Cc4ccccc4)C3)CC[C@@H]21	3.3
CO[C@H]1CN(C)C(=O)c2cc(NC(C)=O)ccc2OC[C@@H](C)N(C(=O)c2ccncc2)C[C@H]1C	0.7
COCC(=O)Nc1ccc2c(c1)[C@@H]1C[C@H](CC(=O)NCc3ccc(OC)cc3)O[C@@H](CO)[C@@H]1O2	0.3
C[C@@H]1CN([C@@H](C)CO)C(=O)Cc2cc(NC(=O)C3CCCCC3)ccc2O[C@H]1CN(C)S(=O)(=O)c1ccc(Cl)cc1	0.9
CO[C@H]1CN(C)C(=O)c2ccc(NC(=O)C3CCCCC3)cc2OC[C@@H](C)N(C(=O)c2ccccc2)C[C@@H]1C	-0.2
Cc1noc(C)c1NC(=O)Nc1ccc2c(c1)CC(=O)N([C@H](C)CO)C[C@H](C)[C@H](CN(C)C)O2	-3.4
C[C@@H]1CCCCO[C@@H](CN(C)C(=O)CCC(F)(F)F)[C@H](C)CN([C@@H](C)CO)C(=O)c2cc(NC(=O)C3CCCCC3)ccc2O1	0.4
C[C@H]1CN([C@@H](C)CO)C(=O)c2cccc(NC(=O)c3ccc(-c4nccs4)cc3)c2O[C@H]1CN(C)CC1CCCCC1	-1.3
CC(C)(C)[S@@](=O)N1Cc2cc(C(=O)NCCc3ccncc3)nc(-c3cccc(-c4cccnc4)c3)c2[C@H]1CCO	0.6
Cc1ccccc1-c1ccc([C@@H]2[C@H](CO)N3CCCCN(C(=O)Nc4ccccc4)C[C@@H]23)cc1	-1.8
O=C(O)C[C@H]1CC[C@@H](NC(=O)Nc2cc(F)ccc2F)[C@@H](CO)O1	-3.6
C[C@@H]1CN([C@H](C)CO)C(=O)Cc2cc(NC(=O)C3CC3)ccc2O[C@H]1CN(C)C(=O)Nc1cccc2ccccc12	-0.6
Cc1ccc(S(=O)(=O)N(C)C[C@@H]2Oc3ccc(NC(=O)CCN4CCOCC4)cc3CC(=O)N([C@@H](C)CO)C[C@H]2C)cc1	-3.3
C[C@@H]1CN([C@H](C)CO)C(=O)c2cccc(NC(=O)Nc3ccc(F)cc3)c2O[C@@H]1CN(C)C(=O)Nc1ccc(F)cc1	2.3
Cn1cnc(S(=O)(=O)N2CC[C@H]3[C@H](CO)Nc4ccc(-c5ccc(F)cc5)cc4[C@H]32)c1	0.3
N#C[C@@H]1[C@@H](c2ccc(C#Cc3cccc(F)c3)cc2)[C@H](CO)N1C(=O)C1CCCC1	-2.5
CCOC(=O)N(C)C[C@H]1OCc2cn(nn2)CCCC(=O)N([C@H](C)CO)C[C@H]1C	-0.6
O=C(NC[C@@H]1[C@@H](c2ccccc2)[C@@H](CO)N1C(=O)C1CC1)NC1CCCC1	0.2
CN(C)CC(=O)Nc1ccc2c(c1)[C@H]1C[C@H](CC(=O)NCCc3ccccc3)O[C@H](CO)[C@H]1O2	-1.8
CCC(=O)N(C)C[C@@H]1Oc2cc(/C=C/c3ccccc3)ccc2S(=O)(=O)N([C@H](C)CO)C[C@H]1C	2.3
CN1C(=O)c2cc(NC(=O)Nc3ccc(Cl)cc3)ccc2OC[C@@H]2O[C@H](CC(=O)O)CC[C@@H]21	0.4
C[C@H](CO)N1C[C@H](C)[C@@H](CN(C)C(=O)Nc2cccc(F)c2)Oc2ncc(C3=CCCCC3)cc2C1=O	9.1
CN(C)C(=O)[C@@H]1[C@@H](CO)[C@@H]2Cn3c(ccc(-c4ccccc4F)c3=O)[C@H]1N2C(=O)c1cccnc1	1.3
CO[C@H]1CN(C)C(=O)c2cc(NC(=O)c3ccno3)ccc2OC[C@@H](C)NC[C@@H]1C	5.4
C[C@@H]1CN([C@H](C)CO)C(=O)c2cc(NC(=O)NC3CCCCC3)ccc2O[C@@H](C)CCCCO[C@@H]1CN(C)Cc1ccc(Cl)c(Cl)c1	-1.7
CCNC(=O)Nc1ccc2c(c1)C(=O)N(C)[C@@H]1CC[C@@H](CC(=O)N[C@H](C)c3ccccc3)O[C@@H]1CO2	1.2
C[C@@H]1CN([C@H](C)CO)S(=O)(=O)c2ccc(C#Cc3ccc(F)cc3)cc2O[C@@H]1CN(C)C(=O)NC1CCCCC1	0.8
COCC(=O)N1CCCCN2[C@H](CO)[C@H](c3ccc(-c4cccc(C)c4)cc3)[C@H]2C1	0.1
C[C@H]1CN([C@@H](C)CO)C(=O)c2cc(-c3cncnc3)cnc2O[C@@H]1CN(C)CC1CCOCC1	-0.3
Cc1noc(C)c1S(=O)(=O)Nc1ccc2c(c1)C(=O)N([C@@H](C)CO)C[C@H](C)[C@H](CN(C)C)OCCCC[C@@H](C)O2	-0.4
C[C@H]1CN([C@@H](C)CO)C(=O)c2cc(NC(=O)C3CC3)ccc2O[C@H]1CN(C)Cc1ccc(C(F)(F)F)cc1	3.4
C[C@H](NC(=O)[C@@H]1[C@@H](CO)[C@@H]2Cn3c(ccc(-c4ccccc4F)c3=O)[C@H]1N2C)c1ccccc1	-1.3
C[C@H]1CN([C@@H](C)CO)C(=O)Cc2cc(NC(=O)Nc3ccccc3)ccc2O[C@H]1CN(C)Cc1ccc(Cl)c(Cl)c1	-2.1
CC(C)c1cn(CC[C@H]2CC[C@H](NS(=O)(=O)c3ccc(F)cc3)[C@H](CO)O2)nn1	-1.7
COc1ccccc1CNC(=O)C[C@@H]1C[C@H]2c3cc(N(C)C)ccc3O[C@H]2[C@@H](CO)O1	-0.8
C[C@H](CO)N1C[C@H](C)[C@H](CN(C)Cc2ccccc2)OCCCC[C@H](C)Oc2ccc(NC(=O)NC3CCCCC3)cc2C1=O	-0.7
COc1ccc(NC(=O)Nc2cccc3c2O[C@@H](CN(C)S(=O)(=O)c2ccc(F)cc2)[C@H](C)CN([C@@H](C)CO)C3=O)cc1	2.8
CN(C)C(=O)c1ccc(-c2ccc([C@@H]3[C@H](CO)N4CCCCN(CC5CC5)C[C@@H]34)cc2)cc1	-2.5
COc1ccc(NC(=O)Nc2ccc3c(c2)C(=O)N([C@@H](C)CO)C[C@H](C)[C@H](CN(C)C(=O)Nc2ccc(F)cc2)OCCCC[C@@H](C)O3)cc1	-2.0
C[C@H]1CN([C@@H](C)CO)C(=O)c2cc(NC(=O)NC3CCCCC3)ccc2O[C@H]1CN(C)CC1CCCCC1	-1.4
C[C@@H]1CN([C@@H](C)CO)S(=O)(=O)c2ccc(C#CCC3CCCC3)cc2O[C@@H]1CN(C)Cc1ccc(C(=O)O)cc1	17
Cc1noc(C)c1NC(=O)N(C)C[C@H]1Oc2ccc(NS(C)(=O)=O)cc2C(=O)N([C@@H](C)CO)C[C@H]1C	-2.9
CO[C@H]1CN(C)C(=O)c2ccc(NS(=O)(=O)c3ccccc3)cc2OC[C@@H](C)N(Cc2cccnc2)C[C@H]1C	1.3

# This is a subset; rates above refer to the full screens.
